UTI89 phage lysis – protection from phage-mediated lysis, alamar blue read-out – E. coli UTI89, K1F phage, bacterial capsule biogenesis inhibitors (AID 488966) | 340,000 tested, 0.02% active | E. coli UTI89 K1F phage lysis, alamar blue, 2 h; higher % means a stronger effect | inhibition, % at 100 µM; hits with a dose series show IC50 in µM;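 active = phage lysis inhibition, versus mean bacterial control, above a set limit; inconclusive = no clear call, values can overlap the other calls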;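 also: capsule biogenesis inhibitors block K1F phage lysis so surviving cells raise fluorescence; higher fluorescence means more inhibition of phage lysis; actives were called in the ten point dose series up to 300 µM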
Autophagy mod – alters autophagy in cells; MEF GFP-LC3 puncta imaging; test concentration mostly 10 µM; 190,000 tested, 0.98% active; calls only at 10 µM (by protocol);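 active = percentage of spot-positive cells more than 3 SD above its plate mean, without a fluorescence outlier flag or 80% toxicity; inconclusive = no clear call, values can overlap the other calls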;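 also: spot-positive cell cutoff set from DMSO-treated cells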
LYP inhibition – inhibitors of LYP phosphatase, biochemical, fluorescence intensity, uHTS (AID 1779); recombinant LYP phosphatase, fluorescence intensity; higher % means a stronger effect; inhibition, % at 11.5 µM; hits with a dose series show IC50 in µM; 290,000 tested, 0.054% active; in the data active = inhibition above about 50%;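 also: plate controls were vehicle with enzyme for no effect and no enzyme for full effect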
WT yeast gro inh – growth inhibition of WT yeast, mitochondrial fusion screen; mitochondrial fusion phenotypic screen, WT strain; AID 1362; 190,000 tested, 2.1% active; inhibition, % at 10 µM; in the data active = inhibition above about 58%; tested in S. cerevisiae
NTR1 ag – NTR1-driven beta-arrestin-GFP spot formation – imaging, U2OS cells, high content, primary screen (AID 493036); P30989; 330,000 tested, 0.17% active; agonist mode; activation, % at 20 µM;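 active = activation at or above 40% of the spot to cytoplasm intensity ratio, with at least 20 cells analyzed; inconclusive = wells under 20 cells, flagged as cytotoxic or low count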;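 also: 0% = DMSO without peptide and 100% = 100 nM NTR1 peptide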
Target sequence (P30989 whole entry, looked up): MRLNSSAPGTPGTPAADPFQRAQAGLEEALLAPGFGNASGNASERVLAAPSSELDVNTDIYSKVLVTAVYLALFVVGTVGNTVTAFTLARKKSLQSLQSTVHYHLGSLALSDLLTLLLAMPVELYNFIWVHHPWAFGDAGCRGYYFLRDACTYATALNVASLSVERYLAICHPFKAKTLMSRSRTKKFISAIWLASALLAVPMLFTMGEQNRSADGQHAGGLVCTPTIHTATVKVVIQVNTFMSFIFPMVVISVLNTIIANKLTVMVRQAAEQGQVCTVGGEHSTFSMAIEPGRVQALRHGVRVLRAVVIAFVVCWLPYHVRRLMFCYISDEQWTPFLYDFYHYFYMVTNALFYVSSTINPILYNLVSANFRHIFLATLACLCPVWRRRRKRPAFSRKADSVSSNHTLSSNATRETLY
GPR35 antagonists – inhibition of zaprinast-stimulated GPR35 beta-arrestin translocation – imaging, U2OS, beta-arrestin-GFP, zaprinast agonist, primary screen (AID 2058). 290,000 tested, 0.052% active. one-dose inhibition, % at 10 µM; IC50 in µM for titrated hits. U2OS GPR35 beta-arrestin-GFP translocation imaging, zaprinast antagonism; higher % means a stronger effect;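 active = inhibition of at least 50% with at least 30 cells and total cytoplasm GFP at most 10,000,000; inconclusive = under 30 cells or total GFP of 10,000,000 plus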
NS5 inhibitors – Dengue-2 NS5 methyltransferase inhibitors, primary screen, biochemical, confirmation dose response (AID 588689). Dengue-2 NS5 methyltransferase capping enzyme assay, biochemical; higher % means a stronger effect. one-dose inhibition, % at 25 µM; IC50 in µM for titrated hits. 340,000 tested, 0.3% active; in the data active = a potency from the dose series; inconclusive = inhibition above about 29% without an active follow-up result
RSV CPE inhibition – inhibition of RSV-induced cytopathic effect – HEp-2 cells, primary 10 µM value included (AID 2391) | HEp-2 cells, RSV-induced CPE inhibition; higher % means a stronger effect | CPE inhibition, % at 10 µM; hits with a dose series show IC50 in µM | 310,000 tested, 0.13% active; in the data active = a potency from the dose series; inconclusive = CPE inhibition mostly from about 23% at the one dose, without a potency; inactive = the rest, 99 in 100 with CPE inhibition below about 21%; also: strong numbers were not always called active
AID2073 – disruptors of CaV2.2 binding to Mint1 – biochemical, HTRF (AID 2073) | HTRF protein-protein interaction, Mint1-CaV2.2; higher % means a stronger effect | inhibition, % at 20 µM, or IC50 in µM where a hit was titrated | 290,000 tested, 0.19% active; in the data active = inhibition mostly above about 51%, no sharp cut-off; inconclusive = no clear call, values can overlap the other calls; inactive = mostly below about 53%; also: some results filed as inactive read as strong as hits
WT yeast gro inh mutant strain – also measured in WT yeast gro inh; calls as there; inhibition, %; mitochondrial fusion phenotypic screen, mutant strain inhibition
Autophagy mod cell loss 18 h – also measured in Autophagy mod; calls as there; toxicity, %; measured here: cell loss, nuclei count;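 cell loss after 18 h compound exposure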
NTR1 ag cell count 20 µM – also measured in NTR1 ag; calls as there; cell count; measured here: cell count, cytotoxicity flag
NS5 inhibitors pilot replicate – further read-out of NS5 inhibitors, marked with its call; inhibition, %; measured here: pilot screen replicate inhibition
* marks the source's active call; other numbers are inactive results; i = inactive; ? = inconclusive; · = not tested or not shown; + = active, no number; [ ] = dose if it differs, or a comment.

SMILES	UTI89 phage lysis	Autophagy mod	Autophagy mod cell loss 18 h	LYP inhibition	WT yeast gro inh	WT yeast gro inh mutant strain	NTR1 ag	NTR1 ag cell count 20 µM	GPR35 antagonists	NS5 inhibitors	RSV CPE inhibition	AID2073	others
NS(=O)(=O)c1ccc(-c2ccc(C=NC3CCS(=O)(=O)C3)o2)cc1 (stereo not given)	4.9%	i	0	-6%	-5	-6	-0.5	66	-7%	-14%	1.5%	2%
CC(C)CCn1c(CN2CCN(c3cccc(Cl)c3)CC2)nc2c1c(=O)n(C)c(=O)n2C	-1.2%	·	·	1%	·	·	18	38	3%	-3%	3.9%	6%
O=C(NCc1cccnc1)c1noc2c1CCCC2	0.0%	i	5	-4%	-11	-7	-0.7	72	-5%	-6%	1.3%	-8%
c1ccc(-c2cncn2-c2ccccc2)cc1	0.5%	·	·	·	·	·	6.0	92	·	-2%	3.6%	·
O=C1c2ccccc2C(=O)N1Cc1cc(-c2ccccc2Cl)no1	-1.0%	i	0	6%	17	6	0.0	57	-19%	-3%	2.8%	-10%
COC(=O)C1CN(C(=O)COc2ccccc2)c2ccccc2O1 (stereo not given)	0.0%	·	·	-9%	·	·	-1.1	83	-3%	-3%	2.1%	17%
COc1ccc(OC)c(-c2csc(N(CC3CCCO3)C(=O)C3CCCCC3)n2)c1 (stereo not given)	0.1%	+	11*	-1%	27	-8	6.6	46	28%	-15%	8.3%	-6%
CCN(CC)S(=O)(=O)c1cc(C(=O)OCC(=O)c2ccc3c(c2)NC(=O)CO3)ccc1F	0.3%	i	6	-5%	-4	1	0.8	53	-28%	-5%	13%	2%
Cc1ccc(OCC(=O)N/N=C\c2ccc(C)o2)c(C)c1	0.0%	i	11	7%	14	8	1.7	51	-3%	·	0.2%	-13%
O=[N+]([O-])c1cccc(-n2nnnc2CN2CCCC2)c1	0.0%	i	-11	-2%	4	-25	-0.2	79	-2%	-7%	-0.2%	5%
COc1ccc2c(c1)CCc1sc(NC(=O)c3ccco3)nc1-2	-0.1%	i	10	-4%	10	27	2.0	46	13%	13%	18%	12%
CC(C)CN(C(=O)C1CCCO1)C1CCS(=O)(=O)C1 (stereo not given)	0.9%[50 µM]	·	·	·	·	·	1.4	55	·	7%	1.7%	·
COc1ccccc1OC(C)C(=O)N1CCN(Cc2ccc3c(c2)OCO3)CC1 (stereo not given)	0.2%	·	·	-10%	·	·	-0.1	54	3%	-1%	1.6%	2%
O=C(Nc1ccccc1Cl)C1CCCN1C(=O)OCc1ccccc1 (stereo not given)	-1.0%	·	·	-5%	·	·	1.2	69	7%	-12%	2.8%	10%
Cc1ccnc(NC(=O)c2ccc(NS(=O)(=O)/C=C/c3ccccc3)cc2)c1	-0.8%[50 µM]	·	·	·	·	·	-0.1	76	·	-6%	-0.8%	·
CN(C)S(=O)(=O)c1ccc(C(=O)N2CCN(C(=O)C3CCCO3)CC2)cc1 (stereo not given)	0.7%[50 µM]	·	·	·	·	·	1.7	58	·	-7%	2.5%	·
CCc1nc(SCC(=O)N2CCC(Cc3ccccc3)CC2)c2c(=O)n(C)c(=O)n(C)c2n1	·	i	-2	2%	8	-5	·	·	0%	·	·	-10%
COc1ccc(CN(C(=O)c2ccccc2OC)C2CCS(=O)(=O)C2)cc1 (stereo not given)	0.3%	i	3	-3%	24	6	2.0	75	12%	4%	0.6%	2%
Cc1cccc(Nc2nnc(SCC(=O)Nc3ccccc3[N+](=O)[O-])s2)c1	2.1%[50 µM]	i	17	4%	19	15	5.0	68	-5%	-5%	2.5%	14%
Cc1oc(C(C)(C)C)cc1C(=O)Nc1cccc(C(=O)O)c1	0.8%	i	-12	-4%	-10	7	-0.7	80	-6%	-2%	0.7%	4%
CN(C)c1ccc(CN(C(=O)/C=C/c2ccco2)C2CCS(=O)(=O)C2)cc1 (stereo not given)	·	·	·	-2%	·	·	3.5	55	-7%	·	1.3%	-5%
COc1ccc(CNC(=O)CCc2nc3cc(S(=O)(=O)N(C)C)ccc3n2C)cc1OC	-0.1%	i	-2	-5%	3	-17	1.0	61	-4%	-5%	-0.1%	-2%
CCNc1nc(SC)nc(N(C#N)CC(=O)OC)n1	5.7%	i	-1	0%	9	-5	-1.8	49	-10%	1%	-0.5%	11%
CC(C)C(=O)Nc1nnc(Cc2c[nH]c3ccccc23)s1	-1.5%	·	·	-9%	·	·	0.4	64	-1%	-2%	-0.4%	-5%
Cc1ccc2cc(COC(=O)C3CCCO3)c(=O)[nH]c2c1 (stereo not given)	-0.7%	i	15	-2%	-9	7	0.3	47	18%	-2%	11%	-2%
COc1ccc(-n2c(=O)c3ccccc3n(CC(=O)NC3CCCC3)c2=O)c(OC)c1	0.4%	i	5	-3%	-1	-5	0.6	67	10%	1%	0.2%	7%	NS5 inhibitors pilot replicate=2.4
COc1ccc(NC2CCCN(C(=O)CCN3CCCC3=O)C2)cc1OC (stereo not given)	1.9%[50 µM]	·	·	-6%	·	·	0.1	63	-4%	2%	1.8%	-16%
CNC(=O)/C(C#N)=C/c1c(N2CCN(c3ccc(OC)cc3)CC2)nc2c(C)cccn2c1=O	-0.2%	·	·	-15%	·	·	1.1	48	-13%	-5%	22%	4%
O=C(CSc1nnc(Cc2cc(=O)[nH]c(=O)[nH]2)n1-c1ccccc1)N1CCCCC1	3.5%	i	15	-6%	14	5	-0.8	54	15%	2%	0.2%	-8%
COC(=O)Cc1c(O)ccn(CCc2c[nH]c3ccc(OC)cc23)c1=O	0.3%	i	19	-4%	2	-7	0.7	61	5%	2%	-0.4%	12%

Copied from above for reference:
SMILES	UTI89 phage lysis	Autophagy mod	Autophagy mod cell loss 18 h	LYP inhibition	WT yeast gro inh	WT yeast gro inh mutant strain	NTR1 ag	NTR1 ag cell count 20 µM	GPR35 antagonists	NS5 inhibitors	RSV CPE inhibition	AID2073	others
CN(C)c1ccc(CN(C(=O)/C=C/c2ccco2)C2CCS(=O)(=O)C2)cc1 (stereo not given)	·	·	·	-2%	·	·	3.5	55	-7%	·	1.3%	-5%
COc1ccc(CNC(=O)CCc2nc3cc(S(=O)(=O)N(C)C)ccc3n2C)cc1OC	-0.1%	i	-2	-5%	3	-17	1.0	61	-4%	-5%	-0.1%	-2%
CCNc1nc(SC)nc(N(C#N)CC(=O)OC)n1	5.7%	i	-1	0%	9	-5	-1.8	49	-10%	1%	-0.5%	11%
CC(C)C(=O)Nc1nnc(Cc2c[nH]c3ccccc23)s1	-1.5%	·	·	-9%	·	·	0.4	64	-1%	-2%	-0.4%	-5%

Other records.
SMILES	UTI89 phage lysis	Autophagy mod	Autophagy mod cell loss 18 h	LYP inhibition	WT yeast gro inh	WT yeast gro inh mutant strain	NTR1 ag	NTR1 ag cell count 20 µM	GPR35 antagonists	NS5 inhibitors	RSV CPE inhibition	AID2073	others
CCN1C(=O)C(CC(=O)Nc2ccc(OC)cc2)N(CCc2ccccc2)C1=S (stereo not given)	0.5%	i	5	8%	-1	-2	5.3	60	5%	1%	7.3%	-5%
O=C(c1ccc(S(=O)(=O)N2CCCCCC2)cc1)N1CCCC(C(F)(F)F)C1 (stereo not given)	1.8%[50 µM]	·	·	·	·	·	-0.7	69	·	7%	0.9%	·
O=C(NNC(=S)Nc1ccccc1)c1cc(Br)ccc1Cl	0.1%	·	·	-2%	·	·	1.2	78	-1%	-3%	11%	-7%
CCN(CC)S(=O)(=O)c1ccc(Cl)c(C(=O)NC2CCN(Cc3ccccc3)CC2)c1	0.2%	·	·	-11%	·	·	-0.3	90	0%	1%	1.4%	41%
O=C(c1cccc(S(=O)(=O)N2CCOCC2)c1)N1CCCCCC1	2.1%	+	-7.5*	0%	3	-5	-1.4	61	9%	-4%	1.2%	45%
O=S(=O)(c1ccc(NC2CCCCC2)cc1)N1CCOCC1	2.1%	i	6	6%	1	8	-1.0	82	8%	1%	15%	2%
CCN(CC(=O)Nc1ccc([N+](=O)[O-])cc1OC)c1ccccc1	5.3%	i	-20	0%	-4	-16	-1.3	38	3%	-3%	19%	3%
Cc1n[nH]c(=O)c2c(NC(=O)COC(=O)Cc3c(F)cccc3Cl)oc(C)c12	1.9%[50 µM]	·	·	·	·	·	-0.2	66	·	6%	-1.6%	·
O=C(CCN1C(=O)/C(=C/c2ccccc2Cl)SC1=S)NNC(=O)c1ccccc1O	-1.2%	·	·	-6%	·	·	7.9	47	-6%	-5%	2.9%	3%
CC(/C=C/c1ccccc1)=N/NC(=O)c1cccc(Br)c1	0.0%	i	-24	2%	52	22	3.9	94	14%	3%	3.0%	27%
Cc1cccc(NC(=O)C(=O)NCc2ccccn2)c1	5.5%	i	12	-5%	2	-13	0.2	43	2%	-1%	1.2%	2%
CC1CCC2(CC1)NC(=O)N(CC(=O)c1ccc(CNC(=O)C(C)(C)C)s1)C2=O (stereo not given)	0.4%[50 µM]	·	·	·	·	·	0.8	60	·	-15%	-0.2%	·
CN1CCN(c2ccccc2NC(=O)COc2ccc(Br)cc2)CC1	0.5%	i	-6	-2%	22	9	9.9	78	13%	-3%	-1.6%	-1%	NS5 inhibitors pilot replicate=2.6
COC(=O)CSc1nc(C)cc(C)c1C#N	-0.2%	i	-9	-7%	-16	-4	1.5	33	12%	-5%	-1.6%	10%
CCC[C@@H]1CCCO[C@@](C(=O)NCCN2CCOCC2)(C(F)(F)F)C1	0.7%	·	·	·	·	·	-3.8	52	·	-4%	5.0%	·
Clc1cccc(CNc2nc(-c3cccnc3)nc3ccccc23)c1	1.6%	·	·	-10%	·	·	18	41	-17%	-5%	·	9%
CCCOc1ccc(-c2nnn(CC(=O)N3CCCC(C)C3)n2)cc1 (stereo not given)	0.5%	·	·	0%	·	·	0.0	50	-4%	-8%	12%	-4%
CN(C)C(CNC(=O)c1ccc([N+](=O)[O-])cc1Cl)c1ccco1 (stereo not given)	-1.5%	·	·	-7%	·	·	-0.2	32	5%	-3%	0.4%	-5%
COc1ccccc1C(=O)O/N=C(\N)c1ccccc1Cl	0.1%	i	-5	-6%	-10	-10	-0.1	72	-19%	2%	2.0%	-4%
O=C(NCCN1CCOCC1)C1CCN(Cc2ccccc2O)CC1	0.0%	i	-5	-7%	-12	-4	1.0	93	2%	-2%	11%	0%
Cc1c(C)[n+](=O)c2c(n1[O-])C(Br)CCC2Br (stereo not given)	i	·	·	-7%	·	·	-0.1	58	-23%	-3%	1.7%	-5%
O=S(=O)(c1ccc(Cl)s1)N1CCN(C/C=C/c2ccccc2)CC1	-0.1%	i	3	-6%	42	45	3.7	56	-6%	0%	?	12%

Screening results as filed in PubChem.

Outcome played no part in choosing rows. Share with any hit: about 2.6%.
